RORg inh – qHTS for inhibitors of ROR gamma transcriptional activity. hit rate 5.4% among 310,000. Potency, µM (series often up to 53.6 µM), for the others: top-dose activity change, negative = inhibition, actives largely listed as inhibitors. Drosophila S2 Gal4-RORgamma UAS-luciferase reporter, 20 h. Nuclear receptor ROR-gamma (Mus musculus), P51450; further: potency means the concentration at half of the fitted maximal effect; on the % scale 0 is the no-effect control and ±100 the full control effect; nearly all actives have a fitted effect of over 60% in size
Target sequence (P51450 whole entry, looked up, the tested form may be a part): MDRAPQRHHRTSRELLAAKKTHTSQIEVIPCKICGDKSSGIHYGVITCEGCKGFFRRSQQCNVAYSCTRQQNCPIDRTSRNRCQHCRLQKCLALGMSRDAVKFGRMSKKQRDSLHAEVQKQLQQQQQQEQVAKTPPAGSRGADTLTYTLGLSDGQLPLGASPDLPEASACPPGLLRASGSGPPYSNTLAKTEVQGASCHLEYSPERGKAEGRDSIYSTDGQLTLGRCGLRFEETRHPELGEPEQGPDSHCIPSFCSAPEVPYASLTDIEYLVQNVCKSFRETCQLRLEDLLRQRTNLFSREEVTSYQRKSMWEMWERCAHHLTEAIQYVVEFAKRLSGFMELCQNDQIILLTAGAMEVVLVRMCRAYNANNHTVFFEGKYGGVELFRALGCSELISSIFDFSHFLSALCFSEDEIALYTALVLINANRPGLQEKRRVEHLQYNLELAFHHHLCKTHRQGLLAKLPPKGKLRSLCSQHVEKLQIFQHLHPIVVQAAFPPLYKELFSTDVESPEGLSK
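Using a luciferase readout, inhibitors were identified by reduced reporter activity in Drosophila cells coexpressing a copper-inducible Gal4–ROR gamma fusion and UAS-driven Photinus luciferase, incubated 20 hr after 700 uM copper sulfate.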
MBNL1 CUG block – qHTS Assay for Inhibitors of MBNL1-poly(CUG) RNA binding; Muscleblind-like protein 1 (Homo sapiens), Q9NR56; hit rate 0.036% among 280,000; TR-FRET MBNL1-His/biotin-(CUG)12 binding, 665/545 ratio; Potency, µM (series often up to 57.5 µM), inactives show top-dose activity change, negative = inhibition, hits mostly inhibitors; active means well fitted inhibition curve with a large enough effect in the signal ratio, with a control signal flat, not every such curve was filed as active; inconclusive means small, poorly fitted or top-dose-only effect, or effect the other way, or a change in a side signal; inactive means no such curve, though single readings can be large or run the other way; the % refers to the signal ratio; further: potency means the concentration at half of the fitted maximal effect; on the % scale 0 is the no-effect control and ±100 the full control effect
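Inhibition of protein-RNA binding appears as loss of TR-FRET between terbium anti-His antibody on MBNL1-His and streptavidin-XL665 on biotin-(CUG)12. Activity is normalized to buffer-only and uninhibited-complex controls.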
Menin-MLL TR inh – qHTS Assay for Inhibitors Targeting the Menin-MLL Interaction in MLL Related Leukemias: Competition With Texas Red Labeled MLL-derived Mutant Peptide; hit rate 0.23% among 270,000; Potency, µM (titrated, usually from 61.6 µM), for the others: at the highest dose FP activity change, negative = inhibition, actives largely listed as inhibitors; Menin + Texas Red MLL mutant peptide, fluorescence polarization; O00255; AID 1768, 2009; active means well fitted inhibition curve with a large enough effect in the polarisation, with a control signal flat, not every such curve was filed as active; inconclusive means small, poorly fitted or top-dose-only effect, or effect the other way, or a change in a side signal; inactive means no such curve, though single readings can be large or run the other way; the % refers to the polarisation; further: potency means the concentration at half of the fitted maximal effect; % of control where 0% means no effect; many of its hits are not listed in these tables
FLuc counter – qHTS profiling assay for firefly luciferase inhibitor/activator using purifed enzyme and Km concentrations of substrates (counterscreen for miR-21 project); hit rate 6.9% among 360,000; AID 588342, 2011; purified FLuc, Km substrates, luminescence inhibition; Potency, µM (doses to about 57.5 µM), without a hit: at the highest dose activity change, negative = inhibition, usual class: inhibitors; Luciferin 4-monooxygenase (Photinus pyralis), P08659;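 further: potency means the concentration at half of the fitted maximal effect; plate controls were vehicle for no effect and reference inhibitor for full effect; nearly all actives have a fitted effect of over 55% in size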
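Purified P. pyralis luciferase, 10 nM final, with Km-level 10 uM D-luciferin and 10 uM ATP in 50 mM Tris acetate pH 7.5, 10 mM Mg acetate, 0.01% Tween-20, 0.05% BSA; 6-point qHTS titration about 60 µM downward; luminescence read.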
Gal4-VP16 FLuc – VP16 counterscreen qHTS for inhibitors of ROR gamma transcriptional activity | AID 2546, 2010 | hit rate 3.5% among 310,000 | Drosophila S2 Gal4-VP16 UAS-luciferase, luminescence, 20 h | Potency, µM (highest dose often 53.6 µM), inactives show at the top dose activity, negative = inhibition, actives largely listed as inhibitors;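 further: Gal4-VP16 expression switched on by copper sulfate through the metallothionein promoter; potency means the concentration at half of the fitted maximal effect; on the % scale 0 is the no-effect control and ±100 the full control effect; nearly all actives have a fitted effect of over 50% in size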
NPC1 promoter act – qHTS Assay for NPC1 Promoter Activators; Huh7 NPC1 promoter luciferase reporter, 24 h; Potency, µM (series often up to 9.22 µM), for inactives: at the top dose activation, most hits filed as activators; hit rate 2.4% among 320,000;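 further: potency means the concentration at half of the fitted maximal effect; % of control where 0% means no effect; nearly all actives have a fitted effect of over 60% in size; reporter is driven by a mutant NPC1 promoter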
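Luciferase expression driven by the NPC1 promoter was measured in stably transfected Huh7 cells after a 24 h compound incubation, using a luciferase reagent and a luminescence read.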
Mito fusion act – qHTS Assay for Small Molecule Inhibitors of Mitochondrial Division or Activators of Mitochondrial Fusion; S. cerevisiae fusion-defective mutant growth rescue, CellTiterGlo 48 h; Potency, µM (top dose mostly 46.1 µM), without a hit: at the top dose growth rescue (activation), usual class: activators; hit rate 0.23% among 320,000;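 further: potency means the concentration at half of the fitted maximal effect; % of control where 0% means no effect; nearly all actives have a fitted effect of over 45% in size; temperature-sensitive fusion mutants such as fzo1-1 at 37 °C on non-fermentable ethanol glycerol medium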
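Compounds are tested for their ability to restore growth of mitochondrial fusion-defective yeast strains at non-permissive 37C in YPEG medium over 48 hours. Viability is quantified by luciferase luminescence.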
PKM2 act – qHTS Assay for Activators of Human Muscle isoform 2 Pyruvate Kinase | hit rate 0.34% among 260,000 | purified PKM2, Kinase-Glo ATP luminescence, activation; response scale: 0% is enzyme alone, no compound | Potency, µM (titrated, usually from 57.5 µM), without a hit: at the top dose activation, actives largely listed as activators | AID 1631, 2009; further: potency means the concentration at half of the fitted maximal effect; on the % scale 0 is the no-effect control and ±100 the full control effect; nearly all actives have a fitted effect of over 55% in size
Target sequence (P14618 whole entry, looked up, canonical isoform): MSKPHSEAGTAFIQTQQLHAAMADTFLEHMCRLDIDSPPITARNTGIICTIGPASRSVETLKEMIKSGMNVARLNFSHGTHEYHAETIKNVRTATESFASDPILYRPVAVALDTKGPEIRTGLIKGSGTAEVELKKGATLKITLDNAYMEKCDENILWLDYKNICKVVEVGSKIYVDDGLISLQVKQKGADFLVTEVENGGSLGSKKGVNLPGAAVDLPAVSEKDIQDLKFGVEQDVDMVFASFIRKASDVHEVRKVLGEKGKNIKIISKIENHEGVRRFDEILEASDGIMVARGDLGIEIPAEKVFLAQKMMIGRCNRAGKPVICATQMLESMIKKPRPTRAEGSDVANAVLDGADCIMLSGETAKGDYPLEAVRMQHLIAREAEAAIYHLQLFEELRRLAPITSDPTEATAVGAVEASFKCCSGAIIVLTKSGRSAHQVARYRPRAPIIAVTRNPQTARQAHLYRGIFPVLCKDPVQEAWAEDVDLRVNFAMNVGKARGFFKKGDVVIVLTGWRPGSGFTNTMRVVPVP
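hPK-M2, >95% pure; 0.1 mM ADP / 0.5 mM PEP final; imidazole pH7.2 buffer w/ 7 mM MgCl2, 50 mM KCl; 1 h RT; Kinase-Glo lum. Intermediate enzyme activity for dual inhibitor/activator qHTS.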
ELG1 DNA repair – qHTS screen for small molecules that inhibit ELG1-dependent DNA repair in human embryonic kidney (HEK293T) cells expressing luciferase-tagged ELG1; AID 504467, 2011; hit rate 2.3% among 330,000; Potency, µM (top dose mostly 46.1 µM), without a hit: at the highest dose activity change, negative = inhibition, hits mostly inhibitors; HEK293T ELG1-luciferase reporter, luminescence, 16 h; DNA damage induced by 5-fluorouridine; further: potency means the concentration at half of the fitted maximal effect; on the % scale 0 is the no-effect control and ±100 the full control effect; nearly all actives have a fitted effect of over 55% in size
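Step one: seed 2,000 cells per well. Step two: pin-transfer compound or DMSO alongside 5-fluorouridine. Step three: incubate 16 hr, 37 °C, 5% CO2. Step four: add ONE-Glo, wait 30 min, read luminescence.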
KCNH2 3.1 block – qHTS for Inhibitors of KCHN2 3.1: Mutant qHTS; AID 720553, 2013; activity change, % (tested at about 1.8 µM); Potassium voltage-gated channel subfamily H member 2, brain isoform KCNH2 3.1 (human); U2OS KCNH2 3.1, thallium flux FluxOr; hits give low values; hit rate 0.95% among 340,000;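 active means maximum activity change below -70%; inconclusive means maximum activity change from -70% to -50%; inactive means maximum activity change above -50%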;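 further: thallium influx rate constant from kinetic fluorescence after stimulation buffer; on the % scale 0 is the no-effect control and ±100 the full control effect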
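We transduce U2OS cells with the mutant 3.1 virus, culture them overnight, load FluxOr with Red40 quencher for 45 min, then add stimulation buffer and read kinetically for 2 min to derive a normalized rate constant.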
Rab9 promoter act – qHTS Assay for Rab9 Promoter Activators; Huh7 Rab9 promoter-luciferase reporter, luminescence, 24 h; Potency, µM (top dose mostly 9.22 µM), for inactives: top-dose activation, negative = inhibition, most hits filed as activators; hit rate 2.8% among 320,000; further: potency means the concentration at half of the fitted maximal effect; % of control where 0% means no effect; nearly all actives have a fitted effect of over 60% in size
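Cells were plated at 1500 per well in reduced-serum medium with 10% FBS and left 2 h. Compound in DMSO was then added for 24 h at 37 °C. Reporter signal was read by luminescence after 10 min with luciferase detection reagent.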
Starred values were filed as active, the others as inactive; ? = inconclusive; nt = no result given; [ ] = dose if it differs, or a comment. Unless noted, the call rests on the fitted dose curve; in most records, active means well fitted curve in the direction sought with a large enough effect; inconclusive means small, poorly fitted or top-dose-only effect, or another doubt; inactive means no such curve, though single readings can be large; an effect the other way counts as inactive or inconclusive. The list is partial; count on the stated rates, not on these rows.

SMILES	KCNH2 3.1 block	MBNL1 CUG block	RORg inh	Rab9 promoter act	PKM2 act	Gal4-VP16 FLuc	Menin-MLL TR inh	Mito fusion act	NPC1 promoter act	ELG1 DNA repair	FLuc counter
COCCN1CCN(C(=O)C2CCC(=O)N(Cc3ccccc3OC)C2)CC1 (stereo unspecified)	nt	-2.0%	-1.8%	3.0%	-6.7%	-4.7%	nt	0.9%	8.1%	3.2%	2.0%
CCOC(=O)C(=CNc1nc(-c2ccccc2)c(C(=O)Nc2ccc(-c3ccccc3)cc2)s1)C(=O)OCC	-36.4	-1.7%	7.3%	-2.7%	nt	1.2%	nt	2.0%	-5.2%	23.4%	3.5%
Cc1ccc(C(=O)N[C@H](C(=O)OCC(=O)NC2CCS(=O)(=O)C2)C(C)C)cc1 (stereo partly specified)	-1.4	-8.0%	-16.0%	-4.5%	7.1%	-5.8%	1.4%	-2.3%	0.4%	-0.6%	5.7%
CC1CCN(S(=O)(=O)c2ccc3[nH]c(=O)cc(C(=O)O)c3c2)CC1	-12.1	-7.4%	-41.8%	1.4%	-1.5%	-2.1%	-14.9%	3.4%	-2.0%	26.1%	2.3%
COC(=O)c1c(NC(=O)c2cccnc2)sc(C(=O)N(C)C)c1C	1.3	0.7%	-2.3%	-3.7%	-2.9%	-6.5%	-7.3%	-2.0%	0.5%	-28.5%	-1.9%
CC1(C)CC(=O)c2cnc(NC(=O)CSC(=S)N3CCCCC3)nc2C1	0.5	-6.2%	-2.8%	12.5%	-4.7%	-22.1%	nt	-0.4%	0.6%	0.0%	-0.3%
COc1ccc(/C=C2\C(=O)NC(=S)N2C(=O)c2ccc(F)cc2)cc1	-0.4	9.7%	8.91µM*	-2.5%	-2.7%	11.2µM*	?	11.2%	-1.1%	6.0%	12µM*
O=C(NC1CCCN(Cc2ccc(Cl)cc2)C1)c1c(F)cccc1F (stereo unspecified)	6.7	-0.6%	-10.2%	0.0%	-10.1%[11.5 µM]	-2.8%	14.5%	1.5%	1.8%	-5.9%	1.5%
CCN(CC)S(=O)(=O)c1cccc(C(=O)Nc2nnc(C)s2)c1	-11.8	-19.0%	4.6%	0.1%	-18.0%	?	22.1%	15.7%	1.9%	?	?
CC(=O)CCC(=O)NC1CCCc2c1cnn2-c1ccc(C(C)(C)C)cc1 (stereo unspecified)	3.2	2.1%	?	-8.9%	-1.1%	?	-7.8%	2.3%	-1.2%	-12.5%	?
CCC(=O)Nc1ccccc1Nc1cc(C#N)c(C#N)cc1[N+](=O)[O-]	-3.2	?	-29.7%	-8.1%	-2.4%	3.9%	0.5%	0.6%	-2.4%	-3.9%	-0.1%
COC(=O)/C=C/C(=O)N1CCN(c2ccccc2C)CC1	8.3	6.3%	27.1%	-1.8%	0.2%	15.4%	-11.5%	-9.0%	1.8%	9.8%	-23.6%
COC(=O)CCCCCCCCC(O)C[N+]1(C)CCOCC1 (stereo unspecified)	-2.8	2.2%	-2.7%	12.7%	0.0%	-3.5%	nt	-1.4%	-0.7%	2.3%	0.2%
O=C(Nc1ccccc1N1CCN(c2ccc(F)cc2)CC1)C12CC3CC(CC(C3)C1)C2	-28.5	-4.7%	-16.4%	-2.2%	-7.9%	-10.0%	-25.0%	-4.0%	-6.9%	-15.3%	5.3%
CCCCn1c(=O)c2c(nc3n2CCCN3Cc2ccccc2)n(C)c1=O	13.6	-3.4%	23.9%	1.4%	nt	-0.3%	?	-2.1%	-2.6%	-2.6%	0.0%

More structures.
SMILES	KCNH2 3.1 block	MBNL1 CUG block	RORg inh	Rab9 promoter act	PKM2 act	Gal4-VP16 FLuc	Menin-MLL TR inh	Mito fusion act	NPC1 promoter act	ELG1 DNA repair	FLuc counter
Cc1ccc(S(=O)(=O)NC(C)C(=O)Nc2ccccc2C(=O)N2CCCC2)cc1 (stereo unspecified)	11.3	-6.5%	40.1%	4.8%	0.1%	1.7%	-4.0%	7.7%	3.4%	0.8%	-0.2%
COc1ccc(N(CC(=O)NCCSC2CCCCC2)S(=O)(=O)c2ccccc2)c(OC)c1	nt	-2.1%	3.3%	-4.1%	-1.2%	3.2%	nt	-2.2%	-1.0%	-17.7%	4.8%
CCN(CC)S(=O)(=O)c1cccc(NC(=O)Nc2cccc(C(F)(F)F)c2)c1	-13.4	-22.4%	0.8%	1.7%	-20.4%	-2.1%	22.5%	-3.0%	2.4%	13µM*	-18.3%
COc1cc(CN2CC(=O)N(c3cccc(Cl)c3C)C2=S)cc(OC)c1OC	-23.7	-4.4%	16.6%	-6.6%	nt	0.1%	57.0%[activator]	-3.7%	-5.7%	?	-0.1%
CC(C)CC(=O)NNC(=O)C(C)C	7.7	-3.6%	-20.7%	-1.6%	1.1%	-9.9%	-7.7%	-3.8%	2.1%	16.9%	1.8%
COc1ccc(Cn2c(C3CC3)nc3ccc(NC(C)=O)cc3c2=O)cc1	9.9	-5.5%	?	1.58µM*	1.4%	5.9%	-0.2%	3.7%	2.24µM*	?	10.7µM*
CCOc1ncccc1C(=O)N1CCN(S(=O)(=O)c2ccc3c(c2)OCCO3)CC1	-11.1	nt	nt	1.4%	nt	nt	nt	-3.6%	-1.8%	5.7%	nt
COc1ccc(C(=O)O)cc1S(=O)(=O)NCc1cccnc1	-5.7	-4.0%	33.5%	-7.4%	nt	1.3%	-14.9%	2.6%	-0.6%	12.0%	0.6%
Cc1[nH]c2ccccc2c1/C=C/c1nc2ccccc2c(=O)[nH]1	9.9	10.1%	-63.8%	1.41µM*	5.1%	?	nt	2.0%	3.16µM*	?	2.39µM*
CC(=O)Nc1nc(C(=O)Nc2c(C)n[nH]c2C)cs1	2.1	-3.9%	-21.2%	-12.8%	-1.6%	0.0%	-8.1%	-3.9%	5.0%	5.2%	-3.2%
CC(=O)NS(=O)(=O)c1ccc(NC(=O)/C=C/c2ccccc2)cc1	23.0	17.0%	16.4%	-3.0%	-19.8%	-10.3%	-22.0%	1.0%	-5.8%	9.3%	?
COc1ccccc1NC(=O)CSC(N)=O	-5.4	-1.0%	-30.1%	8.2%	2.2%	-7.2%	-0.1%	-2.3%	2.4%	-17.1%	3.4%
COc1ccc(Cl)cc1NC(=O)CN(C)C(=O)C1CC(=O)N(Cc2ccc(C)cc2)C1 (stereo unspecified)	26.7	nt	nt	-4.3%	nt	nt	nt	-6.2%	-0.1%	-1.6%	0.7%
O=C1C2(CCC13COC(c1ccc(O)cc1)OC3)COC(c1ccc(O)cc1)OC2 (stereo unspecified)	-26.9	-5.2%	-5.9%	-2.5%	-0.4%	-9.6%	-17.4%	-1.7%	0.3%	-26.1%	-1.6%
O=C(c1cccc(C(F)(F)F)c1)N1CCOC12CCN(c1ncc(C(F)(F)F)cc1Cl)CC2	-16.4	1.4%	?	nt	1.2%	7.9%	3.7%	-0.8%	nt	nt	-22.7%
CCOC(=O)c1c(N)sc(C(=O)N2CCCCC2)c1C	-2.2	9.2%	?	0.1%	4.8%	26.7%	0.1%	1.5%	-4.5%	6.1%	-10.6%
CC(C)c1ccc(/C=N/NC(=O)c2ccccc2Cl)cc1	6.7	5.1%	?	1.1%	0.9%	-2.3%	28.6%	-2.0%	-16.9%	?	23.9µM*

Compound activity as filed in PubChem BioAssay.
